Screens deposited in PubChem BioAssay by National Center for Advancing Translational Sciences (NCATS).
LmPK inh: LmPK (Leishmania mexicana) enzyme inhibition; Q27686; purified LmPK, Kinase-Glo ATP luminescence, 1 h; Potency, µM (doses to about 57.5 µM), inactives show at the highest dose activity change, negative = inhibition, most hits filed as inhibitors; hit rate 0.37% among 290,000; also: potency is read from the fitted curve at half-maximal effect; % is scaled to controls: 0 for no effect and ±100 for the full control effect
Target sequence (Q27686 whole entry, looked up): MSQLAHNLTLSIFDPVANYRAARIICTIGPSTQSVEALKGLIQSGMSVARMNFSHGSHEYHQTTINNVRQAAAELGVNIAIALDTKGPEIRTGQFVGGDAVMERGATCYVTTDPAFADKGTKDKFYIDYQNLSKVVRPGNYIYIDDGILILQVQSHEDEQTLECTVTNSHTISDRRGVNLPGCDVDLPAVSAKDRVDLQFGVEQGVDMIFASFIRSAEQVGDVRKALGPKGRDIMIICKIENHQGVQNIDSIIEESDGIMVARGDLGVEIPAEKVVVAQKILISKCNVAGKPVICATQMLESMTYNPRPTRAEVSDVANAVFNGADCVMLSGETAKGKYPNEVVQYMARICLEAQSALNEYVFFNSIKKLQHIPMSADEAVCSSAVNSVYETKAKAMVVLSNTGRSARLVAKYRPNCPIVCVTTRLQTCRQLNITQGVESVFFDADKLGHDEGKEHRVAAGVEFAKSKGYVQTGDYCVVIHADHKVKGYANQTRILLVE
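Screened at intermediate enzyme activity to detect both inhibitors and activators: LmPK at 0.1 nM, with a 0.5 nM enzyme column as activation reference. PEP 0.5 mM, ADP 0.1 mM; ATP detected by luminescence after 1 h.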
Pf growth 96h: P. falciparum growth inhibition at 96 hours. hit rate 6.9% among 320,000. Potency, µM (titrated, usually from 28.7 µM), for inactives: at the top dose activity change, negative = inhibition, most hits filed as inhibitors. AID 504834. P. falciparum luciferase reporter growth, 96 h; also: potency is read from the fitted curve at half-maximal effect; % is scaled to controls: 0 for no effect and ±100 for the full control effect
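Compounds incubated with erythrocytes infected by luciferase-expressing P. falciparum (2% hematocrit, 0.05% parasitemia final) for 96 hours, 37 C in 5% CO2. Growth inhibition scored as decreased luciferase luminescence.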
Shiga toxin inh: Shiga toxin inhibition; AID 2315; inhibition, % at 38.7 µM; Vero cells, Shiga toxin protein synthesis inhibition reporter; hit rate 9.2% among 290,000; in the data active = inhibition mostly above about 28%, no sharp cut-off; inactive = mostly below about 43%; also: 0% is about no effect
Pf growth 48h: P. falciparum growth inhibition at 48 hours (one generation) | hit rate 5.9% among 310,000 | Potency, µM (top dose mostly 28.7 µM), inactives show at the top dose activity change, negative = inhibition, most hits filed as inhibitors | P. falciparum luciferase growth in erythrocytes, 48 h; also: potency is read from the fitted curve at half-maximal effect; % is scaled to controls: 0 for no effect and ±100 for the full control effect
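Cell-based growth assay: transgenic P. falciparum expressing firefly luciferase, cultured in red cells within RPMI 1640 containing 0.5% w/v Albumax, 24 mM bicarbonate and gentamycin. A drop in luciferase activity indicates inhibition.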
TbPYK inhibitor: T. brucei pyruvate kinase inhibition; AID 624173; Q57TT1; hit rate 0.12% among 410,000; Potency, µM (doses to about 76.8 µM), inactives show at the highest dose activity, negative = inhibition, hits mostly inhibitors; TbPYK enzyme, Kinase-Glo Plus ATP luminescence, 45 min; also: potency is read from the fitted curve at half-maximal effect; % is scaled to controls: 0 for no effect and ±100 for the full control effect; nearly all actives have a fitted effect of over 50% in size
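Enzyme and substrate buffer are dispensed first and compound is pin-transferred. ADP at 130 uM final then starts the reaction, which runs 45 min at room temperature. Detection reagent is added for 10 min before luminescence is imaged.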
HCV inhibitor: inhibitors of hepatitis C virus infection. Huh7.5.1 HCVcc-Cre infection, luciferase reporter, 44 h. Potency, µM (highest dose often 41.8 µM), for inactives: at the top dose activity change, negative = inhibition, most hits filed as inhibitors. hit rate 3.4% among 340,000; also: potency is read from the fitted curve at half-maximal effect; % is scaled to controls: 0 for no effect and ±100 for the full control effect
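After 44 h co-culture of compound, cells and HCVcc-Cre (~0.5 moi), substrate is added for 15 min at room temperature and luciferase measured over 15 sec. Cells were seeded at 1,000/well and pre-cultured 4 h.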
CHX counter: affects cycloheximide protein synthesis inhibition readout, counter-screen. cell reporter, cycloheximide protein synthesis inhibition counterscreen. max response, %. hit rate 12% among 300,000; in the data active = max response mostly above about 13%, no sharp cut-off; inactive = mostly below about 14%; also: read at 38.3 µM for the half of the compounds with a filed dose; 0% is about no effect
Starred values were filed as active, the others as inactive; [ ] = dose if it differs, or a comment. Unless noted, calls follow the shape of the dose curve; as a rule, active = well fitted curve in the direction sought with a large enough effect; inconclusive = small, poorly fitted or top-dose-only effect, or another doubt; inactive = no such curve, though single readings can be large; an effect the other way counts as inactive or inconclusive. Compounds as they come; about 24% have a hit in one of these screens.

What do the screens show for `CN(C)/C=C1\C(=O)N(c2ccc(Cl)c(Cl)c2)CS1(=O)=O`?
LmPK inh: -2%; Pf growth 96h: 64%[activator]; Shiga toxin inh: 26; Pf growth 48h: -7%; TbPYK inhibitor: 2%; HCV inhibitor: 31%[activator]; CHX counter: 17

How did O=C1NC(=O)/C(=C\c2ccc(OCc3cnc(Cl)s3)cc2)S1 do in these assays?
LmPK inh: 0%; Pf growth 96h: 20%; Shiga toxin inh: -4; Pf growth 48h: 52%[activator]; TbPYK inhibitor: 1%; HCV inhibitor: 27%; CHX counter: -3

What do the screens show for `COc1ccccc1CNc1ccc(N2CCOCC2)c(C(=O)O)c1`?
LmPK inh: 0%; Pf growth 96h: 13µM*; Shiga toxin inh: -7; Pf growth 48h: 13%; HCV inhibitor: 18%; CHX counter: 3

How did CC(C)(C)n1nnnc1C(c1cccs1)N(Cc1ccccc1)Cc1ccco1 (configuration not stated) do in these assays?
LmPK inh: 1%; Pf growth 96h: 21%; Shiga toxin inh: 33; Pf growth 48h: 13µM*; TbPYK inhibitor: -8%; HCV inhibitor: 11µM*; CHX counter: 11

How did CCOC(=O)C1CCCN(C(=O)c2cc(-c3ccc(C)cc3)on2)C1 (configuration not stated) do in these assays?
LmPK inh: -1%; Pf growth 96h: -96%; Shiga toxin inh: 113*; Pf growth 48h: 83%[activator]; TbPYK inhibitor: -12%; HCV inhibitor: -19%; CHX counter: 58*

How did O=C(NNc1c(Cl)cncc1Cl)c1sccc1Cl do in these assays?
LmPK inh: -2%; Pf growth 96h: 1%; Shiga toxin inh: -7; Pf growth 48h: -7%; TbPYK inhibitor: -6%; HCV inhibitor: -2%; CHX counter: -2

How did Cc1cccc(CN2CCc3c(OCC(=O)N4CCCc5ccccc54)cccc3C2=O)c1 do in these assays?
LmPK inh: -1%; Pf growth 96h: inconclusive; Shiga toxin inh: 28; Pf growth 48h: 12µM*; TbPYK inhibitor: -11%; HCV inhibitor: inconclusive; CHX counter: 14*

Results for COc1cc(OC)cc(C(=O)Nc2ccc(S(=O)(=O)Nc3cc(C)on3)cc2)c1 ?
LmPK inh: 2%; Pf growth 96h: -25%; Shiga toxin inh: -8; Pf growth 48h: 8%; TbPYK inhibitor: 2%; HCV inhibitor: 21%; CHX counter: -5

How did Cc1cccc(C)c1OCC(O)CNS(=O)(=O)c1ccccc1C(=O)N1CCCCC1 (configuration not stated) do in these assays?
LmPK inh: 3%; Pf growth 96h: 12µM*; Shiga toxin inh: -6; Pf growth 48h: inconclusive; TbPYK inhibitor: 0%; HCV inhibitor: inconclusive; CHX counter: -1

Results for Cc1ccc2nc(-c3ccc(N)cc3)sc2c1 ?
LmPK inh: inconclusive; Shiga toxin inh: 11; Pf growth 48h: 0%; TbPYK inhibitor: -2%; HCV inhibitor: inconclusive; CHX counter: 30*

Results for Cc1cc(OCC(=O)N2CCC(O)(c3ccc(Cl)cc3)CC2)c2c(C)cc(=O)oc2c1 ?
LmPK inh: 2%; Pf growth 96h: 8%; Shiga toxin inh: 0; Pf growth 48h: -18%; TbPYK inhibitor: 5%; HCV inhibitor: 10%; CHX counter: -4

How did Cc1cc(C)nc(NC(=O)C(c2ccccc2)c2ccccc2)n1 do in these assays?
LmPK inh: -1%; Pf growth 96h: 60%[activator]; Shiga toxin inh: -13; Pf growth 48h: 3%; TbPYK inhibitor: -3%; HCV inhibitor: 2%; CHX counter: -5

What do the screens show for `Cc1cccc(C(C(=O)NCc2ccc(F)cc2)N(C(=O)c2csnn2)C2CC2)c1` (configuration not stated)?
LmPK inh: -7%; Pf growth 96h: 25%; Shiga toxin inh: 10; Pf growth 48h: 0%; TbPYK inhibitor: -4%; HCV inhibitor: -2%; CHX counter: -2

Results for O=C(Cn1nc(-c2ccccc2)ccc1=O)N1CCCCC1 ?
LmPK inh: 0%; Pf growth 96h: 3%; Shiga toxin inh: -5; Pf growth 48h: -8%; TbPYK inhibitor: -5%; HCV inhibitor: -1%; CHX counter: -5

What do the screens show for `CCCOc1ccc(C(=O)Nc2ccc(N3CCN(C(=O)c4ccco4)CC3)cc2)cc1`?
LmPK inh: -13%; Pf growth 96h: inconclusive; Shiga toxin inh: -35; Pf growth 48h: inconclusive; TbPYK inhibitor: 0%; HCV inhibitor: -11%; CHX counter: 1

Results for CC(=O)Nc1ccc(NC(=O)CN(c2cccc([N+](=O)[O-])c2)S(C)(=O)=O)cc1 ?
LmPK inh: 2%; Pf growth 96h: 174%[activator]; Shiga toxin inh: -4; Pf growth 48h: 1%; TbPYK inhibitor: 8%; HCV inhibitor: 14%; CHX counter: -1

Results for O=C(Nc1ccccc1C(=O)Nc1ccccc1)c1cccs1 ?
LmPK inh: 2%; Pf growth 96h: inconclusive; Shiga toxin inh: -9; Pf growth 48h: 7%; TbPYK inhibitor: 1%; HCV inhibitor: inconclusive; CHX counter: -4

How did Cc1c(OC(C)C(=O)N[C@H](C(=O)O)c2ccccc2)ccc2c3c(c(=O)oc12)CCCC3 (some centres not stated) do in these assays?
LmPK inh: -7%; Pf growth 96h: inconclusive; Shiga toxin inh: -6; Pf growth 48h: inconclusive; TbPYK inhibitor: -6%; HCV inhibitor: 0%; CHX counter: -2

What do the screens show for `COc1cc(S(=O)(=O)NCC2(N3CCCCC3)CCCCC2)ccc1NC(C)=O`?
Pf growth 96h: 66%[activator]; Pf growth 48h: 48%[activator]; TbPYK inhibitor: 1%; HCV inhibitor: 26%

What do the screens show for `Cc1ccc(N(CC(=O)NC2CCCC2)C(=O)Cn2nnc(-c3ccccc3F)n2)cc1`?
LmPK inh: -1%; Pf growth 96h: 12%; Shiga toxin inh: -4; Pf growth 48h: 0%; TbPYK inhibitor: -2%; HCV inhibitor: -4%; CHX counter: -4

How did CCOc1ccccc1CN1CCN(Cc2cn(C)nc2-c2ccccc2)CC1CCO (configuration not stated) do in these assays?
LmPK inh: 1%; Pf growth 96h: inconclusive; Shiga toxin inh: 14; Pf growth 48h: -12%; TbPYK inhibitor: 0%; HCV inhibitor: -4%; CHX counter: 2

What do the screens show for `CCOc1cccc(NC(=O)c2cnccc2C(F)(F)F)c1`?
LmPK inh: -1%; Pf growth 96h: 22%; Shiga toxin inh: 36; Pf growth 48h: 8%; TbPYK inhibitor: -1%; HCV inhibitor: -4%; CHX counter: -2

Results for O=C(Cn1cnc2ccccc2c1=O)Nc1ccc(S(=O)(=O)N2CCCC2)cc1 ?
LmPK inh: -1%; Pf growth 96h: -18%; Shiga toxin inh: 1; Pf growth 48h: -16%; TbPYK inhibitor: 1%; HCV inhibitor: 2%; CHX counter: 1

What do the screens show for `O=C1N/C(=C/c2cccn2-c2ccccc2)C(=O)N1Cc1ccccc1F`?
LmPK inh: 2%; Pf growth 96h: inconclusive; Shiga toxin inh: 12; Pf growth 48h: 2%; TbPYK inhibitor: 2%; HCV inhibitor: 10%; CHX counter: -1

What do the screens show for `COc1ccc(S(=O)(=O)Nc2ccc3c(c2)OCO3)cc1Cl`?
LmPK inh: 12%; Shiga toxin inh: -1.3*; Pf growth 48h: -4%; TbPYK inhibitor: -14%; HCV inhibitor: -1%; CHX counter: 1

Results for O=C(COc1ccc([N+](=O)[O-])cc1)Nc1ccc(N2CCCC2)cc1 ?
LmPK inh: -7%; Pf growth 96h: -5%; Shiga toxin inh: 9; Pf growth 48h: -1%; TbPYK inhibitor: -6%; HCV inhibitor: 3%; CHX counter: -1

Results for COc1ccc(/C=C2/NC(=O)N(CC(=O)Nc3cccc(C)c3)C2=O)cc1O ?
LmPK inh: 2%; Pf growth 96h: 2%; Shiga toxin inh: -13; Pf growth 48h: 10%; TbPYK inhibitor: -2%; HCV inhibitor: -22%; CHX counter: -2

How did Cc1cc(NC(=O)C2C3C(=O)N(Cc4ccc(Cl)cc4)C(C(=O)NC(C)(C)C)C34C=CC2(C)O4)no1 (configuration not stated) do in these assays?
LmPK inh: -7%; Pf growth 96h: -16%; Shiga toxin inh: -3; Pf growth 48h: 0%; TbPYK inhibitor: -17%; HCV inhibitor: 15%; CHX counter: 14

What do the screens show for `CC(C)(C)c1csc(NC(=O)Cn2c(=O)oc3ccccc32)n1`?
LmPK inh: 6%; Pf growth 96h: -19%; Shiga toxin inh: -5; Pf growth 48h: 4%; TbPYK inhibitor: -8%; HCV inhibitor: inconclusive; CHX counter: 6

How did CCCN1CCN(c2ncnc3c2nnn3Cc2ccccc2)CC1 do in these assays?
LmPK inh: 6%; Pf growth 96h: -18%; Shiga toxin inh: -17; Pf growth 48h: -3%; TbPYK inhibitor: 2%; HCV inhibitor: inconclusive; CHX counter: -2

How did CCOc1ccc(Cn2nnc(-c3ccc(S(C)(=O)=O)cc3)n2)cc1OCC do in these assays?
Pf growth 96h: 0.93µM*; Pf growth 48h: inconclusive; TbPYK inhibitor: -10%; HCV inhibitor: 2%

Results for CSc1ccc(N/N=C(/C#N)S(=O)(=O)C(C)(C)C)cc1 ?
LmPK inh: 1%; Pf growth 96h: 15%; Shiga toxin inh: 10; Pf growth 48h: 0%; TbPYK inhibitor: -4%; HCV inhibitor: 5%; CHX counter: 12

What do the screens show for `CN(Cc1ccccc1)S(=O)(=O)c1ccc(C(=O)Nc2nnc(C3CC3)o2)cc1`?
LmPK inh: 2%; Pf growth 96h: 0%; Shiga toxin inh: -30; Pf growth 48h: inconclusive; TbPYK inhibitor: 1%; HCV inhibitor: inconclusive; CHX counter: -6

Results for CC1CC(C)CN(C(=O)c2ccc3c(c2)OCCO3)C1 (configuration not stated) ?
Pf growth 96h: 4.7µM*; Pf growth 48h: 2.9µM*; TbPYK inhibitor: 1%; HCV inhibitor: 8%

How did O=C(c1ccccc1)N1CCN(C(=O)c2cc3ccccc3oc2=O)CC1 do in these assays?
LmPK inh: -1%; Pf growth 96h: 3%; Shiga toxin inh: 4; Pf growth 48h: -6%; TbPYK inhibitor: 2%; HCV inhibitor: 8%; CHX counter: -9

Results for O/N=C1\CC(O)Cc2nonc21 (configuration not stated) ?
LmPK inh: -4%; Pf growth 96h: 3%; Shiga toxin inh: -21; Pf growth 48h: 2%; TbPYK inhibitor: -2%; HCV inhibitor: 22%; CHX counter: -5

Results for Cc1nn(CC(C)C)c(Cl)c1C(=O)NC1CCC(C)CC1 (configuration not stated) ?
Pf growth 96h: 92%[activator]; Pf growth 48h: 49%[activator]; TbPYK inhibitor: 1%; HCV inhibitor: -24%[8.37 µM]

Of the compounds above, 2 contain two or more sulfur atoms.
How did O=C1NC(=O)/C(=C\c2ccc(OCc3cnc(Cl)s3)cc2)S1 do in these assays?
LmPK inh: 0%; Pf growth 96h: 20%; Shiga toxin inh: -4; Pf growth 48h: 52%[activator]; TbPYK inhibitor: 1%; HCV inhibitor: 27%; CHX counter: -3

Results for CSc1ccc(N/N=C(/C#N)S(=O)(=O)C(C)(C)C)cc1 ?
LmPK inh: 1%; Pf growth 96h: 15%; Shiga toxin inh: 10; Pf growth 48h: 0%; TbPYK inhibitor: -4%; HCV inhibitor: 5%; CHX counter: 12
